Avidin bead fluor – green autofluorescence of compounds with avidin beads – biophysical, 488/530 nm, flow cytometry, artefact control, profiling panel; compound fluorescence 488/530 nm; hits give high values; actives 0.38% (n = 220,000); fluorescence (KMESF) at 10 µM; in the data active means fluorescence above about 47; further: inactives centre near 10
HRas wt GTP – modulators of GTP binding to HRas wildtype, primary screen, biochemical, bead-based flow cytometry, multiplex. GST-Ras wt beads, Bodipy-FL-GTP binding; actives lie on both sides. GTP binding activity, % at 10 µM. actives 0.14% (n = 190,000). AID 759, 2007;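 active means GTP binding activity at least 20% away from the 100% baseline, either lowered as inhibitor or raised as activator; inconclusive means flagged as likely green fluorescent, judged across all proteins in the well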;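 further: 0% = unlabeled GTP competition control and 100% = no-compound control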
ABCG2 block – ABCG2 efflux pump inhibitors, primary screen, multiplex with ABCB1, IgMXP3 cells, flow cytometry; inhibition, % at 6.6 µM; Broad substrate specificity ATP-binding cassette transporter ABCG2 (Homo sapiens), Q9UNQ0; actives 0.1% (n = 190,000); JC-1 efflux;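 active means inhibition above 80%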;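 further: 0% = DMSO and 100% = nicardipine control wells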
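Assay system – ABCG2 IgMXP3 and barcoded ABCB1 CCRF-Adr cell mix · Input – 3 million cells/mL in well · Reagent – JC-1 fluorescent substrate · Compound – single test compound dose, 6.6 µM final · Timing – 10 min exposure at 25 °C with rotation, no wash · Detection – flow cytometry of retained JC-1 fluorescence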
ABCB1 inh – ABCB1 efflux pump inhibitors, primary screen, cell-based, multiplex, flow cytometry, ABCG2 counter-screen | ATP-dependent translocase ABCB1 (Homo sapiens), P08183 | inhibition, % at 6.6 µM | CCRF-Adr cells, JC-1 efflux | AID 1326, 2008 | actives 0.067% (n = 190,000); in the data active means inhibition above about 40%;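 further: 0% = vehicle and 100% = reference inhibitor; higher value means more JC-1 retained so stronger ABCB1 efflux block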
Target sequence (P08183 whole entry, looked up): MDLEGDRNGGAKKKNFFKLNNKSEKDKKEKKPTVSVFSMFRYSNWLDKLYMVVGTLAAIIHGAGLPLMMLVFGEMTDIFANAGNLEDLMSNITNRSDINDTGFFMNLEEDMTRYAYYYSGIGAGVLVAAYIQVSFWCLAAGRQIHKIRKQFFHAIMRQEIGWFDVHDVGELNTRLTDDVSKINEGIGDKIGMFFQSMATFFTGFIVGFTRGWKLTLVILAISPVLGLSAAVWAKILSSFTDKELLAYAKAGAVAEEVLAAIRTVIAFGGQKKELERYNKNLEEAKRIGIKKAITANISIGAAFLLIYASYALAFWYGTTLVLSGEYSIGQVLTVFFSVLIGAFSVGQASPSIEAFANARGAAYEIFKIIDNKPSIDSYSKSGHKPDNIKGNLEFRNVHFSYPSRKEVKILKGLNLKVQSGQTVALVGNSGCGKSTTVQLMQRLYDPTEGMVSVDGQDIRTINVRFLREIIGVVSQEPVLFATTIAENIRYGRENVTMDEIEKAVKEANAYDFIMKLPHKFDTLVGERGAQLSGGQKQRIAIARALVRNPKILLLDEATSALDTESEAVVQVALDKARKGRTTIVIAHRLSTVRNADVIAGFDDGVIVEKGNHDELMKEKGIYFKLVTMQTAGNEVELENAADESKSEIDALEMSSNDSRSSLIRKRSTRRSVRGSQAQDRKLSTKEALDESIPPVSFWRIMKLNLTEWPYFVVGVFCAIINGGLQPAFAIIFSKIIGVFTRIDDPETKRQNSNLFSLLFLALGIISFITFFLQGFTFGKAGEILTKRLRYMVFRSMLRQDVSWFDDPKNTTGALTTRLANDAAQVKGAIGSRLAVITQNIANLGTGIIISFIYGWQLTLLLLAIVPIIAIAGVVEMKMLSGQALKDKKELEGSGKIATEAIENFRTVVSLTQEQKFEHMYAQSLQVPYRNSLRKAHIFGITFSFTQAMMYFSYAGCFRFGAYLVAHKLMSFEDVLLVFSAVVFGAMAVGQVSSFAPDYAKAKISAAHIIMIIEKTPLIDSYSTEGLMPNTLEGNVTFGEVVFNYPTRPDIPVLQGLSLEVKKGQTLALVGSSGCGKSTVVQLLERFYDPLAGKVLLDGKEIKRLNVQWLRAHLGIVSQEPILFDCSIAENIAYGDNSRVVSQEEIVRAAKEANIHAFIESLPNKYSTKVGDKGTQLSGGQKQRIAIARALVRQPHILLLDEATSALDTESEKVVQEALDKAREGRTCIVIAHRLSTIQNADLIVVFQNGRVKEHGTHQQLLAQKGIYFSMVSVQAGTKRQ
Rac1 wt modul – wildtype Rac1 GTP binding modulators, primary screen, biochemical, GST-Rac1 beads, flow cytometry, multiplex. GTP binding activity (% of control), % at 10 µM. AID 757, 2007. Ras-related C3 botulinum toxin substrate 1 (Homo sapiens), P63000. actives 0.27% (n = 190,000). fluorescent GTP binding; actives lie on both sides; 0 = cold GTP competed, 100 = untreated;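 active means GTP binding activity at least 20 points away from the 100% control level, either lower or higher; inconclusive means compound flagged as likely green fluorescent, judged across all proteins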
Cdc42 wt – modulators of GTP binding to wildtype Cdc42, primary screen, biochemical, multiplex bead flow cytometry, Bodipy-GTP. GST-Cdc42 beads; actives lie on both sides. actives 0.2% (n = 190,000). percent activity (GTP binding), % at 10 µM;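 active means percent activity GTP binding at least 20 points away from the 100% baseline, either down as inhibitor or up as activator; inconclusive means compound flagged as likely green fluorescent from well-wide comparison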;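 further: median bead fluorescence of bound Bodipy-FL-GTP at 100 nM; 0% = excess unlabeled GTP control and 100% = no compound control; below 100% means less GTP binding so inhibitor and above means activator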
Rac1 act GTP bind – GTP binding modulators of activated mutant Rac1, primary screen, biochemical, bead-based flow cytometry, multiplex, fluorescent GTP. Ras-related C3 botulinum toxin substrate 1 (Homo sapiens), P63000. GST-Rac1 activated beads; actives lie on both sides; 100% means binding = to untreated wells. percent activity (GTP binding), % at 10 µM. actives 0.11% (n = 190,000);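 active means GTP binding at least 20 percentage points away from the 100% baseline, in either direction, so actives lie on both sides; inconclusive means Compound likely fluorescent itself, or too few beads counted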
Pf gametocyte – late stage P. falciparum gametocyte viability inhibitors, primary screen, ATP luminescence, HTS; inhibition, % at 10.9 µM; AID 743093, 2013; actives 0.065% (n = 150,000); P. falciparum stage V gametocytes, 24 h;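 active means inhibition above the mean plus 3 SD of compounds within the control limits, set per campaign, cut at about 38% in these data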;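 further: 0% = DMSO wells and 100% = medium only without gametocytes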
Rab7 wt GTP bind – modulators of GTP binding to Rab7, primary screen, biochemical, wildtype, multiplex bead flow cytometry. Rab7 GTPase wild type (dog), Bodipy-FL-GTP binding. actives 0.055% (n = 190,000). GTP binding activity (percent of control), % at 10 µM. GST-Rab7 beads, fluorescent GTP binding; actives lie on both sides; untreated = 100%, excess cold GTP = 0%;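 active means fluorescent GTP binding to Rab7 beads changed by at least 20 points from the 100% baseline, either direction, mostly lower; inconclusive means compound itself probably fluorescent, or too few beads counted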;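 further: median green fluorescence of bound Bodipy-FL-GTP per Rab7 bead population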
Mcl1-Noxa inh – Mcl-1/Noxa binding inhibitors, primary screen, biochemical, TR-FRET, 1536-well; Induced myeloid leukemia cell differentiation protein Mcl-1 (Homo sapiens), Q07820; TR-FRET Mcl-1/Noxa peptide binding, 2 h; inhibition, % at 21.7 µM; actives 1.5% (n = 220,000);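 active means compounds that cut the protein-peptide binding signal by more than 50% relative to plate controls in a single-dose test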;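 further: His-tagged Mcl-1 with rhodamine Noxa BH3 peptide and terbium anti-His antibody; 0% = Mcl-1 plus Noxa peptide wells and 100% = peptide-only wells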
Rab2A wt mod – modulators of GTP binding to Rab2A wildtype, primary screen, biochemical, dog, bead-based flow cytometry, multiplex | GTP binding activity, % at 10 µM | AID 760, 2007 | actives 0.19% (n = 190,000) | GST-Rab2 wt beads, Bodipy-GTP binding;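 active means GTP binding activity at least 20 points away from 100%, either lowered or raised; inconclusive means signal likely due to the compound's own green fluorescence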;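 further: 0% = beads with excess unlabeled GTP and 100% = no-compound control corrected for plate trend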
* marks the source's active call; other numbers are inactive results; u = inconclusive; x = no result given.

SMILES	Avidin bead fluor	HRas wt GTP	ABCG2 block	ABCB1 inh	Rac1 wt modul	Cdc42 wt	Rac1 act GTP bind	Pf gametocyte	Rab7 wt GTP bind	Mcl1-Noxa inh	Rab2A wt mod
CCOc1ccc(C(=O)C(CCC(CN(C)C)C(=O)c2ccc(OCC)cc2)CN(C)C)cc1 (stereo unspecified)	9	97.0	2.5	0.6	100.0	97.0	97.0	-3.4	97.0	13.9	96.0
O=C(Nc1nnc(-c2ccccn2)o1)c1ccc(Br)cc1	11	98.0	14.7	0.1	99.0	98.0	93.0	10.3	98.0	-65.0	97.0
O=C(NCC1CCCO1)c1ccc(CS(=O)(=O)c2c(Cl)cccc2Cl)o1 (stereo unspecified)	7	99.0	5.7	0.7	97.0	97.0	97.0	x	98.0	4.8	99.0
COc1cccc(OCC(O)CN2C(C)CCCC2C)c1 (stereo unspecified)	14	106.0	-1.6	-1.0	108.0	104.0	101.0	-9.5	103.0	1.7	103.0
COc1cc(/C=N/NC(=O)C(C)Nc2n[nH]c(=O)[nH]c2=O)ccc1O (stereo unspecified)	19	100.0	-1.2	-0.5	102.0	101.0	100.0	x	100.0	7.8	100.0
COc1cc2c(cc1OC)C(c1cc3cc(OC)c(OC)cc3[nH]c1=O)N(C(=O)C1CC1)CC2 (stereo unspecified)	16	103.0	x	x	101.0	102.0	101.0	x	102.0	-5.8	100.0
Cc1nnc(N2CCCCC2)c2ccccc12	7	102.0	2.4	0.1	105.0	103.0	101.0	x	99.0	-25.9	99.0
Cc1ccc(S(=O)(=O)N2CCOCC2)cc1NC(=O)CSc1n[nH]c(N)n1	11	101.0	-1.8	-0.2	102.0	98.0	100.0	x	107.0	-88.2	100.0
CC(NC(=O)c1cc(=O)[nH]c2ccccc12)c1ccccc1 (stereo unspecified)	8	95.0	0.3	0.0	100.0	96.0	98.0	8.5	94.0	16.7	99.0
O=C(O)c1ccc(CN2CCOCC2)o1	12	97.0	0.3	0.1	97.0	94.0	93.0	x	101.0	5.5	93.0
COc1cccc(CN2CCNC(=O)C2CC(=O)N(Cc2cnn(C)c2)C(C)C)c1 (stereo unspecified)	12	97.0	0.9	0.3	100.0	97.0	96.0	-0.5	104.0	-8.2	100.0
O=C(c1cccc(C(F)(F)F)c1)C1CCCN(Cc2ccc(OCCO)cc2)C1 (stereo unspecified)	11	99.0	1.2	0.3	99.0	97.0	95.0	-12.0	97.0	18.9	99.0
Cc1ccc(Sc2ccc([N+](=O)[O-])cc2[N+](=O)[O-])nc1	3	98.0	34.6	2.5	103.0	100.0	96.0	5.3	96.0	5.2	94.0
CN1CCN(CC#CCC(O)(c2ccccc2)C2CCCC2)CC1 (stereo unspecified)	6	102.0	1.4	0.9	108.0	104.0	101.0	x	98.0	0.4	99.0
CC(=O)c1c(N2CCN(C)CC2)[nH]c(-c2ccccc2)nc1=S	23	104.0	0.1	0.2	102.0	102.0	100.0	x	106.0	19.6	104.0
CCOc1ccc(C(=O)N2CCC(C(=O)c3ccc4c(c3)OCCO4)CC2)cc1	25	100.0	15.6	0.4	97.0	98.0	95.0	x	101.0	5.7	97.0
O=C(N/N=C(\Cc1ncc[nH]1)c1ccccc1)c1cccnc1	7	98.0	5.2	1.2	98.0	95.0	95.0	x	97.0	-16.8	97.0
CCCCCCNS(=O)(=O)c1ccc(OC)c(OC)c1	27	100.0	2.6	0.7	105.0	99.0	101.0	-1.9	100.0	9.8	100.0
COc1ccc(-c2csc(NC(=O)c3ccccc3NS(=O)(=O)c3ccc(F)c(F)c3)n2)cc1	13	u	3.2	-0.1	u	u	u	13.0	u	33.5	u
O=C(Nc1cccc(-c2cn3cccnc3n2)c1)c1cccs1	15	92.0	1.6	-0.1	91.0	98.0	97.0	6.6	97.0	24.4	91.0
Cc1ccc(-c2nc(CN(Cc3c(C)nn(C)c3C)C(C)C)c(C)o2)o1	12	99.0	0.8	0.3	99.0	101.0	98.0	3.1	97.0	-0.5	98.0
COc1ccc(-c2cn3cc(C)ccc3n2)cc1F	10	97.0	4.2	1.3	98.0	96.0	97.0	5.5	103.0	13.1	97.0
COc1ccc(/C=C(/C(=O)c2cccs2)N2C=CC=CC2=C(C#N)C#N)cc1	15	93.0	3.7	0.3	95.0	91.0	92.0	-2.6	95.0	40.0	92.0
COc1ccc(C(C(=O)NC2CCCC2)N(C(=O)c2snc(-c3ccc(F)cc3)c2N)c2cccc(F)c2)cc1 (stereo unspecified)	10	102.0	-5.5	-5.8	105.0	103.0	100.0	-12.4	100.0	-1.9	102.0
CCNc1nc(NCc2ccccc2)nc(SCC(N)=O)n1	6	99.0	4.4	0.7	102.0	99.0	95.0	13.8	106.0	0.0	99.0
CC(=O)OCC(=O)[C@@]12OC3(CCCC3)O[C@@H]1C[C@H]1[C@@H]3CCC4=CC(=O)C=C[C@]4(C)[C@@]3(F)[C@@H](O)C[C@@]12C	10	98.0	0.0	0.8	100.0	98.0	99.0	x	98.0	15.7	98.0
CCOC(=O)CC(=O)NC(CC(=O)OC)c1ccc(C(C)C)cc1 (stereo unspecified)	14	98.0	0.6	0.1	92.0	97.0	98.0	-14.4	100.0	5.4	100.0
O=Nc1c(O)n(Cc2ccc(Cl)cc2)c2ccccc12	8	98.0	0.7	-0.1	96.0	97.0	95.0	x	102.0	-2.9	100.0
Cc1ccc(C2C(C#N)=C(N)Oc3n[nH]c(-c4cccs4)c32)s1 (stereo unspecified)	12	102.0	7.5	0.6	99.0	101.0	100.0	x	100.0	11.6	98.0
Cc1ccc(Nc2nc(=O)c3cccnc3s2)cc1	8	98.0	1.5	0.1	97.0	97.0	97.0	x	102.0	-9.0	97.0
N#Cc1ccccc1Oc1ccccc1C=O	10	94.0	17.7	0.8	100.0	99.0	93.0	32.0	90.0	15.3	94.0
COc1ccc(C)cc1NC(=O)C1CCC(CNc2c(N3CCOCC3)c(=O)c2=O)CC1 (stereo unspecified)	7	98.0	0.7	0.0	98.0	99.0	96.0	x	95.0	2.7	97.0
O=C(Oc1ccc(-c2cnc3ccccc3n2)cc1)c1cccc([N+](=O)[O-])c1	8	98.0	2.0	0.3	97.0	99.0	96.0	x	100.0	13.3	98.0
Cc1c(Nc2nc3ccccc3nc2N2CCN(c3ccccc3)CC2)c(=O)n(-c2ccccc2)n1C	12	100.0	18.7	4.3	103.0	101.0	101.0	-15.6	101.0	-10.0	98.0
O=C(NCc1ccc2c(c1)OCO2)c1ccc2c(c1)C(=O)N(CC1CCCO1)C2=O (stereo unspecified)	9	u	12.1	0.5	u	u	u	10.4	u	x	u
COc1ccccc1-c1noc(-c2ccco2)n1	22	103.0	31.0	0.8	108.0	105.0	101.0	x	99.0	-1.4	102.0
CCC(C)(C)n1nnnc1C(c1ccc(N(C)C)cc1)N1CCN(C2CCCCC2)CC1 (stereo unspecified)	35	99.0	-0.3	-0.1	101.0	99.0	97.0	-31.0	100.0	2.3	100.0
O=C(COC(=O)CNC(=O)c1cccc([N+](=O)[O-])c1)NCc1ccco1	9	102.0	3.3	0.6	99.0	98.0	96.0	-10.5	107.0	-2.1	101.0
CN(C)S(=O)(=O)c1ccc(C(=O)Nc2nnc(SCc3ccccc3)s2)cc1	1	100.0	-0.8	-0.4	103.0	101.0	98.0	14.9	101.0	27.5	98.0
CC(C)N=C(NC#N)SCc1ccccc1	10	96.0	0.2	0.0	96.0	95.0	96.0	x	93.0	8.9	95.0
Cc1ccc(S(=O)(=O)N2CCC(C(=O)N[C@@H](C)C(=O)NC3CCCCC3)CC2)cc1	8	101.0	2.7	0.9	103.0	106.0	102.0	x	99.0	-20.0	101.0
O=c1cc(CO)oc(CN2CCN(c3ccccc3)CC2)c1O	5	u	0.6	0.2	u	u	u	x	u	11.2	u
C=CCN=C1CC(C)(C)CC(=O)/C1=C(\O)CCCN1C(=O)c2ccccc2C1=O	7	97.0	8.9	2.0	101.0	98.0	95.0	-6.0	100.0	9.1	95.0
CCN(CC)c1nc(-c2ccc(Cl)cc2)cc(C(F)(F)F)c1C#N	12	103.0	24.1	0.2	107.0	103.0	100.0	x	104.0	12.1	100.0
Cc1ccc(S(=O)(=O)NCCC(=O)OCn2nnc3ccccc3c2=O)cc1	8	95.0	0.7	1.0	96.0	93.0	93.0	x	94.0	14.4	92.0
COc1cc(OC)nc(NC(=O)C(C)C)n1	6	100.0	2.6	0.3	101.0	99.0	99.0	x	99.0	10.3	101.0
Cc1ccc(OCC(O)Cn2c(=N)n(Cc3ccccc3)c3ccccc32)cc1 (stereo unspecified)	15	101.0	-4.0	1.7	107.0	100.0	96.0	-18.2	104.0	15.8	101.0
CCN(CC)CCN1C(=O)C(O)=C(C(=O)c2cccs2)C1c1ccccn1 (stereo unspecified)	11	97.0	-0.8	-0.1	97.0	98.0	96.0	7.4	96.0	7.4	96.0
CCc1nc(SCC(N)=O)c2c(=O)n(C)c(=O)n(C)c2n1	9	100.0	-0.3	-0.9	104.0	101.0	98.0	x	103.0	-4.5	100.0
O=c1[nH]cnc(O)c1C(c1ccc2c(c1)OCO2)c1c(O)nc[nH]c1=O	13	96.0	7.2	0.2	98.0	97.0	95.0	19.9	102.0	-0.2	99.0
Cc1cc(NC(=O)C(C)C)n(-c2nc3ccccc3s2)n1	10	101.0	81.0*	3.6	99.0	97.0	97.0	18.3	103.0	16.2	98.0
CCN1CCN(C(=O)CN(CCc2ccccc2)S(C)(=O)=O)CC1	9	107.0	0.5	0.2	109.0	110.0	102.0	x	106.0	-9.1	106.0
